Source: PubChem (several laboratories)
Mtb UGM inh: Mtb UDP-galactopyranose mutase inhibition; P9WIQ1; inhibition, % at 10 µM; purified UGM, fluorescence polarization probe displacement; hit rate 0.06% among 320,000; in the data active = inhibition above about 10%, passing the limit was not always enough; inconclusive = no clear call, values can overlap the other calls
Target sequence (P9WIQ1 whole entry, looked up): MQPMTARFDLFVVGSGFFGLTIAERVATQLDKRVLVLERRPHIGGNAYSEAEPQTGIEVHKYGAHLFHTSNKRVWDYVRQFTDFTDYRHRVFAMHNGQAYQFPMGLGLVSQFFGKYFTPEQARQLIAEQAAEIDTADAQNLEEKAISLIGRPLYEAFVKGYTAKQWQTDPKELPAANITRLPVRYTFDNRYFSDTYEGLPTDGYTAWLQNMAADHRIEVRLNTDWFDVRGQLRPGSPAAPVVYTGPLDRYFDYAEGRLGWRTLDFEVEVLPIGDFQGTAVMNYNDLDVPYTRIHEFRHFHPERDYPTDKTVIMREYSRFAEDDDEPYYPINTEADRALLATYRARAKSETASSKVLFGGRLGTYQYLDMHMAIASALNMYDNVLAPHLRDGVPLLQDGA
BioA inh: BioA (M. tuberculosis) enzyme inhibition; purified M. tuberculosis BioA enzyme, plate reader; inhibition, % at 9.99 µM; hit rate 0.096% among 360,000; in the data active = inhibition above about 40%; inconclusive = no clear call, values can overlap the other calls
PrPC surface inh: reduces human prion protein on the cell surface | cell surface PrPC, TR-FRET read-out | inhibition, % at 13.8 µM | hit rate 0.43% among 370,000 | AID 720596; in the data active = inhibition above about 24%; note: 0% = median of the test wells and 100% = reference compound wells
FBA Mtb inh: inhibits M. tuberculosis FBA enzyme; P9WQA3; purified M. tuberculosis FBA, fluorescence read-out; inhibition, % at 1 µM; hit rate 2.3% among 360,000; AID 588726; in the data active = inhibition above about 27%;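 note: 0% = vehicle and 100% = reference inhibitor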
Target sequence (P9WQA3 whole entry, looked up): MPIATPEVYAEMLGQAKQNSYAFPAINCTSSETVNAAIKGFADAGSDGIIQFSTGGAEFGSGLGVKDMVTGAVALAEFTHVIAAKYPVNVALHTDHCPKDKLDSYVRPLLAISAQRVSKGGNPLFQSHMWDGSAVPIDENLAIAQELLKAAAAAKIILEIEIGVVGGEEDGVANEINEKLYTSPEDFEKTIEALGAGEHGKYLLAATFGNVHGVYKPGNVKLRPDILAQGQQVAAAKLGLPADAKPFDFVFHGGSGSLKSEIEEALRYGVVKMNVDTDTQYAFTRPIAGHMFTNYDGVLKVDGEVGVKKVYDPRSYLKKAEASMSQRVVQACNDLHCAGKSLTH
GDH-TPI counter: inhibits GDH-TPI coupling enzymes, artifact for Mtb FBA screen. hit rate 1.2% among 360,000. GDH-TPI coupled enzyme counterscreen, NADH absorbance. inhibition, % at 4.8 µM. AID 588335;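 note: 0% = DMSO wells and 100% = wells lacking the enzyme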
CCHFV vOTU inh: blocks the CCHF virus ovarian tumor domain protease | inhibition, % at 11.5 µM | AID 651958 | hit rate 0.55% among 370,000 | CCHFV vOTU protease, Pep-AMC fluorescence; note: 0% = vehicle wells with enzyme and 100% = no enzyme wells
BoNT F protease: blocks Botulinum neurotoxin F light chain protease | Multiplex microsphere protease cleavage assay, flow cytometry | inhibition, % at 10 µM | hit rate 0.22% among 360,000 | AID 588497; in the data active = inhibition above about 35%, passing the limit was not always enough; inconclusive = no clear call, values can overlap the other calls; note: plate controls were buffer without enzyme for full effect and enzyme alone for no effect
BoNT A protease: BoNT A light chain protease inhibition | multiplex microsphere protease substrate cleavage, flow cytometry | inhibition, % at 10 µM | hit rate 0.17% among 360,000 | AID 588499; in the data active = inhibition above about 30%; inconclusive = no clear call, values can overlap the other calls; note: plate controls were buffer without enzyme for full effect and enzyme alone for no effect
FadD28 FP inh: inhibitors of Mycobacterium tuberculosis FadD28 bisubstrate binding. FadD28 bisubstrate probe binding, fluorescence polarization. inhibition, % at 12.5 µM. hit rate 0.22% among 360,000; in the data active = inhibition above about 8.5%, passing the limit was not always enough; inconclusive = no clear call, values can overlap the other calls
The depositor's hits bear a star; ? = inconclusive; · = not tested or not shown. Cut-off read from the data, not from the text of the source, unless noted: active = inhibition above about 30%; inactive = the rest.

#	mol	Mtb UGM inh	BioA inh	PrPC surface inh	FBA Mtb inh	GDH-TPI counter	CCHFV vOTU inh	BoNT F protease	BoNT A protease	FadD28 FP inh
1	CCOC(=O)c1sc(NC(=O)CN2C(=O)NC3(CC(C)CC(C)(C)C3)C2=O)c(C(=O)OCC)c1C (configuration not stated)	-1.8	·	1	-1	3	-18	1	0.1	-3.7
2	O=C(COc1ccc([N+](=O)[O-])cc1)Nc1ccc2c(c1)OCO2	-0.3	·	-1	6	5	6	-6	0.1	0.0
3	Cc1sc2ncnc(N3CCC(C(=O)NNC(=O)COc4ccccc4Cl)CC3)c2c1C	-0.5	·	5	0	-4	25	3	0.0	-3.3
4	CC(=O)Nc1cccc(/C(C)=N/NS(=O)(=O)c2ccc(C)cc2)c1	-0.3	·	-5	0	-8	-13	-3	0.0	-3.7
5	Cc1ccc(NC(=O)CNC(=O)Cc2cccc3ccccc23)c(O)c1	3.2	-1.8	-5	0	11	10	·	·	-1.2
6	Cc1cccc(N(CC(=O)NC(C)(C)C)C(=O)CCC(=O)Nc2nccs2)c1	0.4	-0.7	3	-1	8	-8	?	0.7	-2.0
7	CC(NC(=O)c1ccncc1)c1ccccc1 (configuration not stated)	-1.9	-0.9	5	0	5	0	?	-3.8	0.3
8	O=C(NCCC1CCCCN1S(=O)(=O)c1ccc(Cl)cc1)C(=O)NCc1cccnc1 (configuration not stated)	5.6	1.0	6	2	4	-9	10	-2.3	-1.0
9	Cn1c(=O)[nH]c(=O)c2c1nc(N1CCCCCC1)n2CCSc1nc2ccccc2o1	2.0	-1.8	·	1	5	·	-1	-2.0	-0.4
10	Cc1ccc(C(O)c2ncc(-c3ccccc3Cl)[nH]2)c(C)c1 (configuration not stated)	·	-1.2	4	-1	3	3	-1	-0.4	-1.5
11	O=C(CSc1nnc(-c2ccc(F)cc2)c2ccccc12)Nc1c(F)cccc1F	-4.1	·	7	-2	10	12	-7	0.9	-5.5
12	Cc1ccc2cc(CCNC(=O)CCCc3ccccc3)c(=O)[nH]c2c1	0.6	-1.6	2	2	8	-2	3	1.1	-6.6
13	O=C(NC1CCCCC1)N1CCN(c2nc(-c3ccccc3)cs2)CC1	2.6	0.6	3	-1	0	0	0	-0.4	1.3
14	CCc1nnc(NC(=O)C23CC4CC(CC(C4)C2)C3)s1	-0.8	-1.0	4	3	4	4	-15	-5.8	-2.1
15	CC(C)c1nnc(NC(=O)CCC(=O)NCCc2ccccc2)s1	3.9	·	5	1	10	-1	?	3.6	-1.1
16	CCc1nc2c(OCc3ccc(Cl)cc3Cl)cccn2c1N(C)C(=O)C1CC1	·	1.2	11	0	6	3	-5	-0.1	-1.7
17	CC1(c2ccccc2)NC(=S)N2C1NC(=S)N2c1ccccc1 (configuration not stated)	0.7	-0.7	4	3	11	13	-5	-0.3	-1.0
18	CC(C)CN(CC(C)C)C(=O)CCCC(=O)N(CC(C)C)CC(C)C	-0.8	·	3	1	-8	22	0	-0.3	-1.2
19	C=CCn1c(SCc2nc3sc(C(=O)O)c(C)c3c(=O)[nH]2)nnc1-c1ccccc1	-0.5	·	-5	4	11	1	-3	0.2	-2.1
20	CCN1CCN(C(=O)COc2ccc(S(=O)(=O)NC(C)C)cc2)CC1	2.2	-1.5	-1	-1	-3	-2	4	-0.1	-2.2
21	OCCN(CC#CCn1c2ccccc2c2ccccc21)CCO	0.0	·	3	4	14	0	-1	-0.1	-1.6
22	CC(C)OP(=O)(OC(C)C)C(NCc1ccccc1)c1ccccc1 (configuration not stated)	-0.2	0.9	4	0	3	14	0	1.2	-3.0
23	CN(CC(=O)Nc1ccc(F)cc1)C(=O)CSc1ccc2c(c1)OCCO2	-0.9	0.3	1	0	-1	1	2	-1.4	-3.4
24	O=P1(NC2CCCCC2)OCC2(CO1)COP(=O)(NC1CCCCC1)OC2 (configuration not stated)	·	0.0	3	-2	3	11	-9	0.3	-0.8
25	COc1cc(Cl)c(C)cc1NC(=O)c1ccccc1-n1cnnn1	-1.1	2.0	3	-3	11	7	-5	0.2	-4.8
26	Cc1coc(C)c1C(=O)CC1(O)C(=O)N(Cc2ccccc2)c2ccccc21 (configuration not stated)	0.4	·	2	4	7	7	-14	-0.1	-2.9
27	CNC(=S)Nc1cccc(S(=O)(=O)NC2=NCCC2)c1	1.1	·	5	2	-1	-3	0	0.0	-3.6
28	CC1C(=O)Nc2ccc(S(=O)(=O)NCCc3ccc(Cl)cc3)cc2NC1=O (configuration not stated)	3.1	1.0	-4	-1	4	11	-10	-0.1	-7.2
29	Cc1cc(C)nc(N(C#N)CC(=O)Nc2ccccc2)n1	2.0	-0.1	6	3	1	3	-14	-0.8	-3.0
30	CC1(C)SC(=S)N(Cc2ccc3c(c2)OCO3)C1N(O)C(=O)NC1CCCCC1 (configuration not stated)	-1.2	0.0	20	4	-4	16	-32	-2.6	-11
31	COC(=O)c1ccc(CSc2ccc3nnc(-c4ccccc4)n3n2)o1	1.4	15	·	10	8	·	-4	-0.4	-4.1
32	C=CCN1CCC2(C)c3cc(O)ccc3CC1C2C (configuration not stated)	-2.0	0.1	-4	-3	-8	-11	-1	-0.3	-2.8
33	Cc1ccc2c(c1)N(Cc1ccc3c(c1)OCO3)C(=O)C(C)O2 (configuration not stated)	-3.3	-2.2	1	1	4	-15	3	-0.2	-0.7
34	COCCSc1nnc(NC(=O)c2ccc3c(c2)OCO3)s1	-2.7	·	0	-1	7	5	5	-0.8	-1.1
35	CCCCOc1ccc(S(=O)(=O)NC(=O)C2(C)CCN2C(=O)c2c(C)noc2C)cc1 (configuration not stated)	·	1.2	-1	0	6	-3	0	-0.5	-0.2
36	Cc1cc(C(=O)N2CCN(C(=O)c3ccco3)CC2)ccc1[N+](=O)[O-]	-1.2	·	-6	-2	-10	17	1	0.3	-3.6
37	CCOP(=S)(OCC)SCSP(=S)(OCC)OCC	·	1.5	-5	0	9	4	1	-0.1	-1.9
38	O=C(O)c1cnn2c(C(F)F)cc(C3CC3)nc12	-0.3	-1.0	-7	-2	-2	6	-2	0.3	-2.2
39	CC(C)C[C@H]1CN(CCCC[C@@H]2CNC(=O)C(=O)N2CC2CCCCC2)C(=O)C(=O)N1CCc1ccccc1	·	·	12	·	·	19	7	0.3	·
40	Cc1ccc(F)cc1NC(=O)COC(=O)c1ccc2ncsc2c1	-0.5	-1.5	10	1	-1	19	2	-0.2	1.0
41	Cc1ccc(NS(=O)(=O)c2ccc(C(=O)Nc3nncs3)cc2)cc1	0.4	-3.6	2	2	25	14	0	0.3	-0.7
42	CCS(=O)(=O)N1N=C(c2cccc(NS(C)(=O)=O)c2)CC1c1ccc(C)cc1 (configuration not stated)	0.5	·	0	5	-1	-12	-1	26	-2.4
43	COc1ccccc1NC(=O)C1CCN(S(=O)(=O)c2cccs2)CC1	17*	-0.6	11	1	8	-13	2	0.5	1.0
44	O=C(/C=C1\C(=O)Nc2ccccc21)/C=C1\C(=O)Nc2ccccc21	·	-1.0	-4	2	2	-2	-22	0.4	-3.8
45	CCN(CC1COc2ccccc2O1)C(=S)NCCCN(C)C (configuration not stated)	-0.8	·	-13	4	4	-7	2	-0.7	-0.5
46	O=C(Oc1ccc(C(=S)N2CCC(O)CC2)cc1)c1ccc(Cl)cc1	0.8	·	2	1	-3	-8	-15	-2.4	-5.2
47	COc1ccccc1S(=O)(=O)Cc1ccc(C(=O)NCCCN2CCN(c3ccc(F)cc3)CC2)o1	0.7	·	-10	2	2	15	-8	0.3	-0.2
48	COc1ccc(OC)c(NC(=O)c2ccc(CN3CCc4ccccc4C3)cc2)c1	-1.4	-0.4	-3	0	-1	-1	-10	0.1	·
49	CCCC(=O)N1CCc2[nH]c3ccccc3c2C1	-0.5	0.1	-5	5	2	2	-2	-0.6	-0.4
50	O=C(Cc1ccccc1)N1CCN(Cc2cccnc2)CC1	0.8	-0.4	3	2	7	10	11	0.7	-0.1
51	COc1ccc(NS(=O)(=O)c2cccc(C(=O)OCC(=O)Nc3cc(C)on3)c2)cc1	-1.5	-0.7	-7	3	5	-3	-9	0.5	1.3
52	COc1ccc(S(=O)(=O)Nc2cccc3ccc(O)cc23)cc1	1.0	-1.4	0	1	4	-8	5	1.7	0.2
53	Cc1nc2ccc(N)cc2s1	3.5	1.2	-5	0	5	-2	3	0.1	2.5
54	Nc1ccc(N2CCOCC2)c2nonc12	0.1	0.9	-18	-2	-6	109*	-3	0.7	-3.6
55	CC1C(c2ccccc2)C(C#N)(C#N)C2(C#N)C(=O)NC1(N)C2C (configuration not stated)	0.1	-1.4	-5	-3	8	-7	-50	-29	-3.0
56	O=C(NCCSCc1ccco1)Nc1ccccc1	-0.8	0.9	1	0	3	-13	2	-0.2	-3.3
57	Nc1nc(SCc2ccccc2)c2ncn(C3CCCO3)c2n1 (configuration not stated)	·	0.1	5	-5	0	-2	7	0.7	-4.2
58	COC(=O)c1sc(S(=O)(=O)N2CCN(c3ccccc3)CC2)c(C(=O)OC)c1C	2.0	-1.3	-8	-4	-9	1	-4	2.0	-3.1
59	CC(=O)Nc1ccc(C(=O)N2CCCC2)cc1	-0.2	-4.8	6	3	-1	14	8	-0.5	0.4
60	COc1ccc(S(=O)(=O)N2CCN(S(=O)(=O)c3ccc4c(c3)OCCO4)CC2)cc1	0.9	·	4	2	-3	-9	-14	0.1	-1.7
61	O=C(OCC(=O)N1CCC(Cc2ccccc2)CC1)c1ccccc1NCCO	1.4	·	0	80*	7	-90	9	0.2	1.0
62	Cc1ccc2nc(N(CCN(C)C)C(=O)c3ccc4c(c3)OCCO4)sc2c1	0.9	-0.7	2	-1	1	4	-1	-1.0	-9.6
63	Cc1ccc(S(=O)(=O)N(C)C)cc1NC(=O)C(C)OC(=O)c1ccc2c(c1)OCCO2 (configuration not stated)	-1.8	0.7	4	8	0	-6	6	0.0	-1.8

Only FadD28 FP inh and BioA inh, for some of the entries so far:
no.	molecule	FadD28 FP inh	BioA inh
28	CC1C(=O)Nc2ccc(S(=O)(=O)NCCc3ccc(Cl)cc3)cc2NC1=O (configuration not stated)	-7.2	1.0
29	Cc1cc(C)nc(N(C#N)CC(=O)Nc2ccccc2)n1	-3.0	-0.1
30	CC1(C)SC(=S)N(Cc2ccc3c(c2)OCO3)C1N(O)C(=O)NC1CCCCC1 (configuration not stated)	-11	0.0
